mHTT CaM bind – inhibitors of human mutant huntingtin-calmodulin interaction | 190,000 compounds, 3.6% hits | inhibition, % at 15 µM | AID 1671202 | AlphaScreen His-mHTT/GST-CaM binding, luminescence | P42858;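 also: 0% = both proteins with DMSO and 100% = one protein alone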
Pf apPOL inh – Pf-apPOL DNA polymerase inhibition; inhibition, % at 10 µM; 210,000 compounds, 0.25% hits; Recombinant Pf-apPOL, molecular beacon fluorescence, 1.5 h
An asterisk follows results filed as active; . = not tested or not shown; & = joins results of further samples. Rule as the data show it: active = inhibition above about 50%; inactive = the rest.

SMILES | mHTT CaM bind | Pf apPOL inh
COCC1CCN(C(=O)C2CCCN(c3cnn(C)c(=O)c3)C2)CC1 (stereo not drawn) | -6 | -2
Cc1sc2ccn(Cc3ccc(F)cc3)c(=O)c2c1C(=O)NC(C)C | 0 | -4
Cc1ccc([C@H]2C[C@H](n3cc(C4CC4)nn3)[C@@H](O)CN2C(=O)c2cccs2)cc1 | 13 | -7
O=C1c2ccccc2C(=O)c2c1ccc1c(=O)n(C3CCCCC3)[nH]c21 | 11 | -1
CC(C)CNC(=O)C(=O)Nc1c(O)c2ccccc2[nH]c1=O | -2 | -6
COCCN(CCOC)S(=O)(=O)c1ccc(C(=O)Nc2ccc3c(c2)OCO3)cc1 | -2 | 3
CCn1c(N2CCCC(C(=O)NCc3cccc(C)c3)C2)cc(=O)n(C)c1=O (stereo not drawn) | 7 | 0
COc1ccc(C2C3=C(CCCC3=O)NC3=C2C(=O)c2ccccc23)cc1 (stereo not drawn) | 61* | -2
O=C(Cn1cnc2ccccc2c1=O)Nc1ccc(S(=O)(=O)Nc2nccs2)cc1 | 0 | -12
Cc1ccccc1C(=O)N1CCC(C(=O)Nc2ccc(F)cc2)CC1 | -5 | -6
CC(Cc1cccs1)NC(=O)C(=O)Nc1ccon1 (stereo not drawn) | -6 | 2
COc1ccc(Br)cc1C=C1Oc2cc(OC(=O)C3CC3)ccc2C1=O | 2 | -4
CCC(C)NC(=O)CSc1nc2n[nH]c(C)c2c(=N)n1-c1ccc(C)cc1 (stereo not drawn) | 54* | 2
CC(C)c1ccc(OCC(=O)NCc2ccc3c(c2)OCO3)cc1 | -17 | -5
COc1cccc(-c2nc(C3CCN(S(=O)(=O)c4cccc(OC)c4)CC3)no2)c1 | -6 | -1
Cc1ccc(C2=NC3(CCN(CC(=O)Nc4ccc(F)cc4F)CC3)NC2=O)cc1 | 1 | 2
CCc1nnc(NC(=O)c2ccc(Cl)cc2Cl)s1 | -5 | -1
O=C1N=C(N2CCCC2)S/C1=C\c1c(F)cccc1Cl | -2 | -1
Cc1ccc(C(=O)NCC(C)(C)O)cc1 | -9 | -5
CSc1nc2sc3c(c2c(=O)n1C)CC(C)(C)OC3 | -6 | -4
Cc1csc(NC(=O)CN2CCN(CC(=O)c3ccco3)CC2)n1 | 6 | -2
Cc1cccc(Nc2nc(-c3ccc(C)c(C)c3)cs2)c1 | 55* | -7
CNC(=O)Nc1ccc(C2(C(=O)NC3CCCC3)CCC2)cc1 | 2 | 6
CC(C)(C)NC1=NCCNC12CCN(S(=O)(=O)c1ccc3c(c1)CCCC3)CC2 | 3 | -11
CCOc1ccccc1NC(=O)C1Cc2ccccc2CN1S(C)(=O)=O (stereo not drawn) | 1 | -9
O=c1[nH]c2ccc(F)cc2[nH]c1=O | -3 | -1
CCCC1CCC2(CCCN2CCOC(=O)Nc2cccc(Cl)c2)CC1 (stereo not drawn) | 95* | -7
CCc1ccc(NC(=O)C2CCN(c3ncnc4c3nc3n4CCCCC3)CC2)cc1 | 0 | 2
CC1(C)CC2CC(C)(CN2C(=O)C2CCN(S(=O)(=O)c3cccc([N+](=O)[O-])c3)CC2)C1 (stereo not drawn) | 4&27 | -2&-11
C=CCc1cccc(C=Nc2ccc3c(c2)nc(CO)n3C)c1O | 25 | -3
O=Cc1cc(Br)ccc1OCc1cccc(F)c1 | -23 | -11
CCn1c(/C=C/c2ccccc2)nc2ccccc2c1=O | 1 | 3
COc1cccc(Oc2nccnc2N2CCC(C(=O)Nc3cccc(Cl)c3)CC2)c1 | 26 | -3
ON=C1CCSc2sccc21 | . | -14
COc1ccc(C(=O)N2CCC(C(=O)Nc3cccc(F)c3)CC2)cc1 | 0 | -8
CC(C)C(C(=O)O)n1c(O)c(C=C2C=Nc3ccccc32)sc1=S (stereo not drawn) | 31 | -12
O=C(O)C1C2C=CC(C2)C1C(=O)NCCN1CCOCC1 (stereo not drawn) | 0 | .
C=CCn1cnc2c1c(=O)n(CC(C)C)c(=O)n2-c1ccccc1C | 1 | -3
CC1C(=O)N(c2cccc(F)c2)CCN1C(=O)C1CCCC1 (stereo not drawn) | -5 | -4
Cn1nccc1C(=O)N1CCC(c2cc(-c3ccccc3)n[nH]2)CC1 | 10 | -5
C=CCOCC(O)CNC(C)(C)CC(C)(C)C (stereo not drawn) | -4 | -8
NC(=O)C1CCN(C(=O)c2cccc(Cl)c2)CC1 | -1 | 3
COc1ccc([N+](=O)[O-])cc1NC(=O)C1CCN(c2ccc(-c3ccccc3)nn2)CC1 | 21 | -12
Cc1nc(-c2ccccn2)nc(NCCNc2cccc(C(F)(F)F)n2)c1Cl | . | -7
COc1ccc(CC(=O)Nc2cccc(Cl)c2)cc1OC | . | -1
CCSc1nc2sc3c(c2c2nnnn12)CCC3 | -1 | -4
O=C(CC1CCOCC1)Nc1ccc(Cl)c(Cl)c1 | 6 | -4
COc1ccc(C)cc1NC(=O)COc1ccc([N+](=O)[O-])cc1 | 8 | 2
COc1ccc2oc(C(=O)c3ccc(F)cc3)c(N)c2c1 | -10 | -2
COc1cccc(C2C(=C(O)c3ccc(Br)cc3)C(=O)C(=O)N2CCN(C)C)c1 (stereo not drawn) | -3 | 1
OC(COCC(c1ccccc1)c1ccccc1)Cn1cnc2ccccc21 (stereo not drawn) | 56* | -4
O=S(=O)(CCc1nc2ccccc2[nH]1)c1ccc(Br)cc1 | -5 | -8
O=C1OC(c2ccc([N+](=O)[O-])cc2Cl)=N/C1=C\c1ccccc1Cl | -1 | -6
CC(C)C(=O)Nc1cc(C(C)(C)C)nn1-c1ccc(Br)cc1 | -4 | -2
CC(Oc1ccc(Cl)cc1Cl)C(=O)NC1CC1 (stereo not drawn) | -6 | -6
CCc1ccc(OCC(=O)Nc2ccc(C(C)=O)cc2)cc1 | 3 | 4
COc1cccc(C(=O)Nc2cccc3c2C(=O)N(c2ccccc2)C3=O)c1 | 1 | -7
CS(=O)(=O)c1ccc(Cl)cc1 | -5 | .
O=C(ON=Cc1ccccc1OC(F)(F)F)c1ccsc1 | . | -7
Cc1cccc2c(C(=O)NC(C)C)cc(N(C)C)nc12 | 4 | 22
The list goes on.
SMILES | mHTT CaM bind | Pf apPOL inh
Cc1ccc2nc(NC(=O)CSc3nc4c(c(=O)n3C)SC(C)C4)sc2c1 (stereo not drawn) | 12 | -3
C[C@H](c1ccccc1)N1C[C@@H](COCc2ccccc2)Oc2cc(N3CC[C@H](O)C3)ccc2S1(=O)=O | 78* | -2
Cc1ccc(N2CCC(NC(=O)c3n[nH]c4ccccc34)C2=O)cc1 (stereo not drawn) | -6 | -2
COc1ccc(CNC(=O)C2CC(c3ccc(OC)c(OC)c3)=NO2)cc1 (stereo not drawn) | -2 | -1
Oc1c(C(Nc2ccccn2)c2ccc(F)cc2)ccc2cccnc12 (stereo not drawn) | 98* | -8&-4
Cc1ccc(C(=O)N2CCN(C(C(=O)N3CCCCC3C)C3CCCC3)CC2)cc1 (stereo not drawn) | 12 | 0
Cc1ccc(-n2nnc(C(=O)NC(C)C)c2-c2cccnc2)cc1 | -4 | 0
CSc1cc(C(F)(F)F)c(C(=O)Nc2c(C)cccc2C)cn1 | . | -8
CCOCCCNC(=O)C(NC(=O)c1ccc(=O)[nH]c1)c1ccccc1 (stereo not drawn) | 0 | 2
CC(C)(C)c1ccc(Cn2c(CCCO)nc3ccccc32)cc1 | 28 | -12
O=C(C1CN(S(=O)(=O)c2ccccc2)CCN1S(=O)(=O)c1ccccc1)N1CCOCC1 (stereo not drawn) | -3 | 4
Cc1ccc(CNC(=O)CC2CCN(C(=O)c3[nH]c(C)cc3C)CC2)cc1 | 6 | -4
COc1ccc(C(O)=C2C(=O)C(=O)N(CCCN(C)C)C2c2cccc(OC)c2OC)c(C)c1 (stereo not drawn) | -9 | -10
O=C(c1ccc2c(c1)OCO2)N1CCCC2(C1)Nc1cccnc1NC2=NC1CCCC1 (stereo not drawn) | 0 | -5
O=C(NCc1ccc2c(c1)OCO2)C1CCN(c2ccc(N3CCCCC3)nn2)CC1 | -10 | 2
CC(=O)c1ccc(N=Cc2cc(Br)cc(Cl)c2O)cc1 | 5 | 46
Cc1cc(=O)[nH]c(-n2nc(-c3ccco3)cc2NC(=O)c2cc(-c3ccccc3)on2)n1 | -17 | -4
CCOc1cc(C2C(C#N)=C(N)Oc3n[nH]c(COC)c32)ccc1O (stereo not drawn) | 6 | -3
Cc1cccc(N2C(=O)CC(Nc3ccc(N4CCCCC4)cc3)C2=O)c1C (stereo not drawn) | 29 | 7
Cc1ccc(-c2nc(-c3ccc(-n4cccn4)nc3)no2)cc1 | -5 | 2

Part of the list above, in CSV form.
structure,mHTT CaM bind,Pf apPOL inh
COCC1CCN(C(=O)C2CCCN(c3cnn(C)c(=O)c3)C2)CC1 (stereo not drawn),-6,-2
Cc1sc2ccn(Cc3ccc(F)cc3)c(=O)c2c1C(=O)NC(C)C,0,-4
Cc1ccc([C@H]2C[C@H](n3cc(C4CC4)nn3)[C@@H](O)CN2C(=O)c2cccs2)cc1,13,-7
O=C1c2ccccc2C(=O)c2c1ccc1c(=O)n(C3CCCCC3)[nH]c21,11,-1
CC(C)CNC(=O)C(=O)Nc1c(O)c2ccccc2[nH]c1=O,-2,-6
COCCN(CCOC)S(=O)(=O)c1ccc(C(=O)Nc2ccc3c(c2)OCO3)cc1,-2,3
CCn1c(N2CCCC(C(=O)NCc3cccc(C)c3)C2)cc(=O)n(C)c1=O (stereo not drawn),7,0
COc1ccc(C2C3=C(CCCC3=O)NC3=C2C(=O)c2ccccc23)cc1 (stereo not drawn),61*,-2
O=C(Cn1cnc2ccccc2c1=O)Nc1ccc(S(=O)(=O)Nc2nccs2)cc1,0,-12
Cc1ccccc1C(=O)N1CCC(C(=O)Nc2ccc(F)cc2)CC1,-5,-6
CC(Cc1cccs1)NC(=O)C(=O)Nc1ccon1 (stereo not drawn),-6,2
COc1ccc(Br)cc1C=C1Oc2cc(OC(=O)C3CC3)ccc2C1=O,2,-4
CCC(C)NC(=O)CSc1nc2n[nH]c(C)c2c(=N)n1-c1ccc(C)cc1 (stereo not drawn),54*,2
CC(C)c1ccc(OCC(=O)NCc2ccc3c(c2)OCO3)cc1,-17,-5
COc1cccc(-c2nc(C3CCN(S(=O)(=O)c4cccc(OC)c4)CC3)no2)c1,-6,-1
Cc1ccc(C2=NC3(CCN(CC(=O)Nc4ccc(F)cc4F)CC3)NC2=O)cc1,1,2
CCc1nnc(NC(=O)c2ccc(Cl)cc2Cl)s1,-5,-1
O=C1N=C(N2CCCC2)S/C1=C\c1c(F)cccc1Cl,-2,-1
Cc1ccc(C(=O)NCC(C)(C)O)cc1,-9,-5
CSc1nc2sc3c(c2c(=O)n1C)CC(C)(C)OC3,-6,-4
Cc1csc(NC(=O)CN2CCN(CC(=O)c3ccco3)CC2)n1,6,-2
Cc1cccc(Nc2nc(-c3ccc(C)c(C)c3)cs2)c1,55*,-7
CNC(=O)Nc1ccc(C2(C(=O)NC3CCCC3)CCC2)cc1,2,6

Next part
SMILES | mHTT CaM bind | Pf apPOL inh
CNCc1cc2ccccc2s1 | -14 | .
CC(O)CN(CC(C)O)CC(O)COC12CC3CC(CC(C3)C1)C2 (stereo not drawn) | -5 | 2
Cc1cccc(C(=O)N2CCc3c(c(C(=O)NCc4ccccc4)nn3C)C2)c1 | 88* | -12
O=C1NC2(CCN(C(=O)NCc3ccccc3)CC2)Nc2c(Cl)cccc21 | 8 | -2
CC(C)c1ccc(C2C(S(=O)(=O)NC(C)(C)C)CON2C)cc1 (stereo not drawn) | 1 | -4
Nc1nnc(CSCc2ccc(Cl)cc2Cl)s1 | -4 | -4
Cc1sc2ncnc(SCC(N)=O)c2c1C | -4 | -4
Cc1ccc2c(c1)c1c(n2C)C(C#N)CCC1 (stereo not drawn) | 14 | -3
Cc1ccc2nc(C)cc(NCc3cccnc3)c2c1 | 3 | -11
CC(=O)c1ccc(NC(=O)N2CCc3c(nc(-c4ccc(F)cc4)[nH]c3=O)C2)cc1 | -5 | 0
COc1cccc(NC(=O)Cn2cc(-c3ccccc3)oc2=O)c1 | -3 | -3
Cc1ccc(S(=O)(=O)Nc2ccc(N3C(=O)CC(c4ccc(OC(C)C)cc4)C3=O)cc2)cc1 (stereo not drawn) | 9 | -5
C=CCN1C[C@H](COC(=O)c2ccc(C)c(C)c2)Oc2cccc(F)c2S1(=O)=O | -14 | -4
O=C(c1ccc(Cl)cc1)N1CCN(c2ccccc2[N+](=O)[O-])CC1 | 9 | -1
O=C(COc1ccc(F)cc1)NC1(c2nc(-c3ccncc3)no2)CCCCC1 | 7 | -12
CCCc1nc2c(c(=O)n1CC(=O)Nc1ccccc1C)CCN(Cc1ccccc1)C2 | 1 | -3
COc1cccc(NC(=O)Nc2nnc(C3CCCC3)s2)c1 | -5 | -6
COc1ccc(Cc2noc(-c3ccc(F)cc3)n2)cc1 | -42 | -3
CCN1c2ccc(F)cc2C(=O)NC12CCN(C(=O)c1ccc(F)c(Cl)c1)CC2 | -5 | -4
Cc1ccc(NC(=O)Cn2c(C)nc3c(c2=O)CCN(Cc2ccccc2)C3)c(Cl)c1 | -2 | 0
COc1ccc(-n2nc3c(c2NC(=O)c2ccccc2[N+](=O)[O-])CS(=O)(=O)C3)cc1 | -2 | -5
CCC1=NOC(C(=O)Nc2ccc(F)cc2)C1 (stereo not drawn) | 3 | 2
CC1CCN(C(=O)c2csc(Nc3ccc(F)c(F)c3)n2)CC1 | 31 | -1
CC1=C(C(=O)Nc2ccc(C)cc2)C(c2cccnc2)n2nnnc2N1 (stereo not drawn) | -1 | -4
COc1ncccc1C(=O)N1CC(c2nc(-c3ccccn3)no2)C1 | -2 | -2
CN(C)c1ccc(CNC(=O)c2cn3c(n2)COCC3)cc1 | -10 | -3
O=C(CCS(=O)(=O)c1ccccc1)Nc1cccc(N2CCCC2=O)c1 | -9 | 2
COc1cccc(NC(=O)c2ccc(-c3cccc(F)c3)nc2)c1 | -6 | -4
CN1CCN(c2nc(C(=O)N3CCCC3)cs2)CC1 | -5 | 1
CC(=O)NCCOc1nc(N(C)C)nc(N(C)C)n1 | -3 | -9

Ordered by SMILES length (highest first): some entries from above
SMILES | mHTT CaM bind | Pf apPOL inh
Cc1ccc([C@H]2C[C@H](n3cc(C4CC4)nn3)[C@@H](O)CN2C(=O)c2cccs2)cc1 | 13 | -7
Cc1ccc(S(=O)(=O)Nc2ccc(N3C(=O)CC(c4ccc(OC(C)C)cc4)C3=O)cc2)cc1 (stereo not drawn) | 9 | -5
C=CCc1cccc(C=Nc2ccc3c(c2)nc(CO)n3C)c1O | 25 | -3
